Assay outcomes from PubChem.
CCT modulator: cytosolic chaperonin activity modulation; purified chaperonin ATPase assay, HTRF ADP detection, 30 min; activity change, % (test concentration not listed), hits read low; 360,000 tested, 0.3% active; AID 651819; in the data active = activity change below about -30%; also: % is scaled to controls: 0 for no effect and ±100 for the full control effect
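First, chaperonin was dispensed at 40 nM or 20 nM final depending on batch activity. Next, compounds were pinned at 76 uM and ATP added at 10 uM. After 30 min at 37 °C, ADP detection reagents ran 30 min at ambient temperature.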
TGFb inhibitor: TGF-b pathway inhibition. 410,000 tested, 1.2% active. HepG2 CAGA-GFP TGF-b/SMAD3 reporter, GFP fluorescence, 18 h; TGF-beta stimulated, 500 pg/mL final. Potency, µM (top dose mostly 46.1 µM), inactives show at the highest dose activity, negative = inhibition, most hits filed as inhibitors; also: potency is read from the fitted curve at half-maximal effect; % is scaled to controls: 0 for no effect and ±100 for the full control effect; nearly all actives have a fitted effect of over 65% in size
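Per well, imaged GFP fluorescence of HEPG2 CAGA-GFP cells gives the signal; cells get compound, then TGF-beta (500 pg/mL final), 18 h at 37 degrees C; %Activity versus -TGF-beta and +DMSO controls.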
EPAC2 ag: agonists of human EPAC2 (RAPGEF4). EPAC2 activation, biochemical qHTS; response scale: 100% = 6.5 mM cAMP response. Potency, µM (series often up to 154 µM), for inactives: at the highest dose activation, hits mostly activators. 360,000 tested, 0.079% active. AID 720711; also: potency is read from the fitted curve at half-maximal effect; nearly all actives have a fitted effect of over 50% in size
Target sequence (Q8WZA2 whole entry, looked up): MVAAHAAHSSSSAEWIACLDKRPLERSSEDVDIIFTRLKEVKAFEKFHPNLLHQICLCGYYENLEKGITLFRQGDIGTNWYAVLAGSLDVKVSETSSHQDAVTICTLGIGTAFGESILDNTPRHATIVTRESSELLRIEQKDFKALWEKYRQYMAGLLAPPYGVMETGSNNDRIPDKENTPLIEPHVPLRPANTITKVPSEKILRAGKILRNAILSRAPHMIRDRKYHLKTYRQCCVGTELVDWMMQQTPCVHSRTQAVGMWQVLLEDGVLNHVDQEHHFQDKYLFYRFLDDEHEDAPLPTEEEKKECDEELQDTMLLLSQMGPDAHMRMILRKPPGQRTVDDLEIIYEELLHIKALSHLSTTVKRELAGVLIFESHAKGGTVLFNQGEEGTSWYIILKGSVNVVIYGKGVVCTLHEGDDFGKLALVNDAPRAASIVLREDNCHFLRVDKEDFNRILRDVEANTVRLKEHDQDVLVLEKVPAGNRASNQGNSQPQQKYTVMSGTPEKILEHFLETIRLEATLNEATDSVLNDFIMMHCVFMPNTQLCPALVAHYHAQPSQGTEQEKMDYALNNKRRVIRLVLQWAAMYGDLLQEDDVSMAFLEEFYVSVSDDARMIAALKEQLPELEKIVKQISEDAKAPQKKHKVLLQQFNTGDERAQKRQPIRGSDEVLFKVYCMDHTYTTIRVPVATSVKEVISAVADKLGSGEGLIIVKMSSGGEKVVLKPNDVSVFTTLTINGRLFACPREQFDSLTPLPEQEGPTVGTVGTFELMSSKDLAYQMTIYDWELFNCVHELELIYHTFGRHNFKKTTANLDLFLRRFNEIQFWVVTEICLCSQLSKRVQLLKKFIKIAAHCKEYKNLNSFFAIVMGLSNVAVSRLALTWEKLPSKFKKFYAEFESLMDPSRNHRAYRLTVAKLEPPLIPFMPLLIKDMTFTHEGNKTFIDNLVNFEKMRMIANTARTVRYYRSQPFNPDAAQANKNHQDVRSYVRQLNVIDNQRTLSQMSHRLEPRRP
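In this primary screen, activation is scored as increased exchange of BODIPY-GDP from Rap1B by 100 nM EPAC2, with 50 uM GDP as competitor. Signal is normalized to the 6.5 mM cAMP agonist control.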
EPAC2 antag: EPAC2 (human) antagonism; Q8WZA2; EPAC2 GEF exchange of Rap1B-BODIPY-GDP, fluorescence; Potency, µM (doses to about 114 µM), without a hit: top-dose activity, negative = inhibition, hits mostly inhibitors; 360,000 tested, 0.18% active; also: potency is read from the fitted curve at half-maximal effect; % is scaled to controls: 0 for no effect and ±100 for the full control effect; nearly all actives have a fitted effect of over 45% in size; many of its hits are not listed in these tables
A549 tox: kills or reduces viability of A549 cells in Nrf2 counter-screen; 390,000 tested, 0.16% active; A549 ARE-Fluc cells, CellTiter-Fluor viability, 18-24 h; AID 504648; Potency, µM (titrated, usually from 46 µM), without a hit: at the top dose activity change, negative = cytotoxicity, most hits filed as inhibitors; also: potency is read from the fitted curve at half-maximal effect; % is scaled to controls: 0 for no effect and ±100 for the full control effect
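A549 ARE_Fluc cells in 5% FBS OPTI-MEM were exposed to compounds in concentration-response for 18-24 h at 37 deg C. Viability was read by CellTiter-Fluor fluorescence (Ex 405/Em 525) after 30 min, before the luciferase read.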
pAkt inh: blocks phosphorylation of Akt; Neuro2A IGF-stimulated pAkt S473 HTRF, 20 min; active compounds read low; activity change, % for hits at 50 µM; 360,000 tested, 0.32% active; AID 651550; in the data active = activity change below about -80%; inconclusive = mostly about -51% to -80%; also: % is scaled to controls: 0 for no effect and ±100 for the full control effect
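Single-point screen (50 µM final compound) in Neuro2A cells stimulated 20 min with 6 nM IGF at 37 deg C. After lysis, Ser473-phosphorylated Akt read by HTRF (ex 330 nm, em 615/665 nm) as the 665/615 ratio.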
Nrf2 block: inhibitors of Nrf2 signaling | A549 ARE-Fluc reporter, luciferase luminescence, 18-24 h | Potency, µM (titrated, usually from 46 µM), inactives show at the top dose activity change, negative = inhibition, usual class: inhibitors | 360,000 tested, 2.1% active | AID 504444; also: potency is read from the fitted curve at half-maximal effect; % is scaled to controls: 0 for no effect and ±100 for the full control effect; nearly all actives have a fitted effect of over 60% in size
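Nrf2 function is reported as luminescence of an ARE-controlled luciferase in A549 cells. Compounds were tested at several concentrations, and a CellTiter-Fluor read on the same wells flagged cytotoxicity.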
MmCpn inh: blocks the Methanococcus maripaludis chaperonin Mm-Cpn. purified Mm-Cpn ATPase, ADP Transcreener TR-FRET. Potency, µM (series often up to 76.9 µM), inactives show at the highest dose activity, negative = inhibition, hits mostly inhibitors. 330,000 tested, 0.031% active. AID 504842; also: potency is read from the fitted curve at half-maximal effect; % is scaled to controls: 0 for no effect and ±100 for the full control effect; nearly all actives have a fitted effect of over 80% in size
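25 nM Mm-CPN + cpd, 10 min 37°C; + 10 uM ATP, 30 min 37°C; buffer 30 mM Tris pH 7.4, 100 mM KCl, 5 mM MgCl2, 1 mM DTT; Transcreener ADP HTRF detection 30 min RT.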
Nrf2 ARE act: activators of Nrf2 (ARE) signaling | AREc32 ARE-luciferase reporter (MCF7-derived line), luminescence, 24 h | Potency, µM (titrated, usually from 46.1 µM), for inactives: at the highest dose activation, most hits filed as activators | 410,000 tested, 0.31% active; also: potency is read from the fitted curve at half-maximal effect; % of control where 0% means no effect; nearly all actives have a fitted effect of over 65% in size
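Luciferase luminescence (Steady-Glo, 30 min at room temperature) served as the read-out of ARE activation in AREc32 cells treated with compounds for 24 hr at 37 deg C.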
Numbers without * were called inactive; & = joins results of further samples; [ ] = remark or other dose. Unless noted, calls follow the shape of the dose curve; as a rule, active = well fitted curve in the direction sought with a large enough effect; inconclusive = small, poorly fitted or top-dose-only effect, or another doubt; inactive = no such curve, though single readings can be large; an effect the other way counts as inactive or inconclusive. The list is partial; rates above refer to the full screens.

For CCCCN(C(=O)CSc1cc(C)c2ccccc2n1)c1c(N)n(Cc2ccccc2)c(=O)[nH]c1=O the results were CCT modulator 2.3, TGFb inhibitor inconclusive, EPAC2 ag -11%, EPAC2 antag 81%[activator], A549 tox -19%, pAkt inh inactive, Nrf2 block 4%, MmCpn inh 1% and Nrf2 ARE act 6.8%.
`Cc1ccc(C(=O)Nc2ccc3cn[nH]c3c2)cc1S(=O)(=O)N1CCCCC1` gave CCT modulator -0.3, TGFb inhibitor -8%, EPAC2 ag -5%, EPAC2 antag -16%, A549 tox -2%, pAkt inh inactive, MmCpn inh 2% and Nrf2 ARE act 11%.
`Cc1nc2cc(C(F)(F)F)ccc2n1C1CCN(C(=O)N2CCOCC2)CC1` gave CCT modulator -0.9, TGFb inhibitor -2%, EPAC2 ag 0%, EPAC2 antag 7%, A549 tox 3%, pAkt inh inactive, Nrf2 block 12%, MmCpn inh 0% and Nrf2 ARE act -0.5%.
CCc1ccc2oc(-c3cccc(NC(=O)COc4ccccc4Cl)c3)nc2c1 was read as TGFb inhibitor 6%, A549 tox -7%, Nrf2 block inconclusive and Nrf2 ARE act 7.5%.
O=C(c1ccc(F)cc1)C1CCN(C(=O)Nc2ccccc2Cl)CC1 was read as CCT modulator 0.3, TGFb inhibitor -1%, EPAC2 ag 7%, EPAC2 antag 2%, A549 tox 2%, pAkt inh inactive, Nrf2 block -16%, MmCpn inh 0% and Nrf2 ARE act 0.4%.
`CC(C)CC(=O)Nc1ccc(C(=O)COC(=O)C2=COCCO2)cc1` gave CCT modulator -2.5, TGFb inhibitor 16%, EPAC2 ag -6%, EPAC2 antag -4%, A549 tox 10%, pAkt inh inactive, Nrf2 block 18%, MmCpn inh -2% and Nrf2 ARE act 0.2%.
Cc1cc(/C=C(\C#N)C(=O)O)c(C)n1CC1CCCO1 (stereo not drawn) was read as CCT modulator 1.4, TGFb inhibitor 1%, EPAC2 ag -3%, EPAC2 antag 21%, A549 tox -7%, pAkt inh inactive, Nrf2 block 4%, MmCpn inh 1% and Nrf2 ARE act 3.3%.
Screening Cn1ncc(Cl)c1C(=O)Nc1cccnc1 returned CCT modulator -1.8, TGFb inhibitor -12%, EPAC2 ag 2%, EPAC2 antag 14%, A549 tox -6%, pAkt inh inactive, Nrf2 block 0%, MmCpn inh 1% and Nrf2 ARE act 0.0%.
Screening N#Cc1ccc(-c2nc3ccc(Cl)cn3c2Cc2ccccc2)cc1 returned CCT modulator 0.4, TGFb inhibitor -12%, EPAC2 ag 10%, EPAC2 antag -16%, pAkt inh inactive and Nrf2 ARE act 0.4%.
Screening Cc1ccc(SC(c2ccccc2)C(Cn2cncn2)C(=O)c2ccccc2)cc1 (stereo not drawn) returned CCT modulator -0.5, TGFb inhibitor inconclusive, EPAC2 ag -7%, EPAC2 antag 5%, A549 tox -12%, pAkt inh inactive, Nrf2 block -1%, MmCpn inh -1% and Nrf2 ARE act 2.6%.
CN(c1ccccc1)S(=O)(=O)c1cccc(NC(=O)C2=NNC(=O)CC2)c1 was read as CCT modulator -1.7, TGFb inhibitor -9%, EPAC2 ag 3%, EPAC2 antag 10%, A549 tox 0%, pAkt inh inactive, Nrf2 block inconclusive, MmCpn inh 1% and Nrf2 ARE act -0.1%.
`COc1ccc(/C(C)=N/N2C(=O)c3ccccc3NC2c2ccc(O)c(OC)c2)cc1` (stereo not drawn) gave CCT modulator -0.1, TGFb inhibitor 0%, EPAC2 ag 6%, EPAC2 antag -7%, A549 tox 12%, pAkt inh inactive, Nrf2 block 4%, MmCpn inh -23% and Nrf2 ARE act 7.3%.
Screening O=C1[C@H]2[C@@H](/C=C/c3ccccc3)N3C(=O)CN(CCO)C(=O)[C@@]3(Cc3ccccc3)[C@H]2C(=O)N1c1ccccc1 returned CCT modulator -0.6, TGFb inhibitor 2%, EPAC2 ag -10%, EPAC2 antag 2%, A549 tox 3%, pAkt inh inactive, Nrf2 block 13%, MmCpn inh 0% and Nrf2 ARE act 0.9%.
`Cc1c(Br)c([N+](=O)[O-])nn1CC(=O)N1CCc2ccccc21` gave CCT modulator -0.5, TGFb inhibitor -6%, EPAC2 ag 3%, EPAC2 antag 12%, A549 tox 5%, pAkt inh inactive, Nrf2 block -3%, MmCpn inh 0% and Nrf2 ARE act -0.1%.
`O=C(Nc1nc2ccc(S(=O)(=O)N3CCCCC3)cc2s1)C1CCCO1` (stereo not drawn) gave CCT modulator -1.3, TGFb inhibitor 6%, EPAC2 ag 3%, EPAC2 antag 5%, A549 tox -9%, pAkt inh inactive, Nrf2 block 15%, MmCpn inh 1% and Nrf2 ARE act 1.9%.
COc1cccc2sc(NNC(=O)C3COc4ccccc4O3)nc12 (stereo not drawn) was read as CCT modulator 1.5, TGFb inhibitor -2%, EPAC2 ag -12%, EPAC2 antag 12%, A549 tox 1%, pAkt inh inactive, Nrf2 block -7%, MmCpn inh -17% and Nrf2 ARE act 0.3%.
For C/C(=N\NC(=O)NC1CCCCC1)c1ccc(Cl)s1 the results were CCT modulator 0.1, TGFb inhibitor 6%, EPAC2 ag 2%, EPAC2 antag -3%, A549 tox 0%, pAkt inh inactive, Nrf2 block 0%, MmCpn inh 2% and Nrf2 ARE act 6.3%.
For CC(=O)Oc1ccc(-c2ccc(C(=O)OCC(=O)c3c(N)n(C)c(=O)n(C)c3=O)cc2)cc1 the results were CCT modulator -0.8, TGFb inhibitor inconclusive, EPAC2 ag 0%, EPAC2 antag -1%, A549 tox -15%, pAkt inh inactive, Nrf2 block inconclusive, MmCpn inh -7% and Nrf2 ARE act 0.4%.
For CC(c1nnc(SCC(=O)c2c(N)n(C)c(=O)n(C)c2=O)n1-c1ccc(Cl)cc1)N(C)C (stereo not drawn) the results were CCT modulator -1.9, TGFb inhibitor 0%, EPAC2 ag 1%, EPAC2 antag 15%, A549 tox 1%, pAkt inh inactive, Nrf2 block 8%, MmCpn inh -1% and Nrf2 ARE act -0.4%.
For CN(C)c1ccc(C(=O)NCC2CCCO2)cc1 (stereo not drawn) the results were CCT modulator 1.0, TGFb inhibitor 0%, EPAC2 ag -7%, EPAC2 antag 6%, A549 tox 9%, pAkt inh inactive, Nrf2 block inconclusive, MmCpn inh 1% and Nrf2 ARE act 0.4%.
`COc1ccc(CC(=O)OCC(=O)Nc2ncc(Cl)cc2Cl)cc1` gave CCT modulator -8.7, TGFb inhibitor 3%, EPAC2 ag 10%, EPAC2 antag 8%, A549 tox 1%, pAkt inh inactive, Nrf2 block inconclusive, MmCpn inh -4% and Nrf2 ARE act 0.6%.
`Cc1ccc(NCC(=O)Nc2c(C)n(C)n(-c3ccccc3)c2=O)cc1S(=O)(=O)N(C)C` gave CCT modulator -2.0, TGFb inhibitor -11%, EPAC2 ag 14%, EPAC2 antag 7%, A549 tox 16%, pAkt inh inactive, Nrf2 block 0%, MmCpn inh 5% and Nrf2 ARE act 0.0%.
`COC(=O)c1cnn(-c2ccc(C(=O)Nc3ccc(C(C)=O)cc3)cc2)c1N` gave TGFb inhibitor -3%, A549 tox 4%, MmCpn inh 0% and Nrf2 ARE act 0.8%.
For Cn1cc(S(=O)(=O)c2ccccc2)c(=O)c2cc(F)c(N3CCOCC3)cc21 the results were CCT modulator 0.4, TGFb inhibitor 3%&-1%, EPAC2 ag 5%, EPAC2 antag 3%, A549 tox -7%&-1%, pAkt inh inactive, Nrf2 block 1%, MmCpn inh -1% and Nrf2 ARE act -0.2%&-0.7%.
Cc1ccc(CN(C)CC(=O)Nc2ccccc2C(=O)NC2CC2)o1 was read as CCT modulator 1.8, TGFb inhibitor 1%, EPAC2 ag 9%, EPAC2 antag 3%, A549 tox 3%, pAkt inh inactive, Nrf2 block 0%, MmCpn inh 1% and Nrf2 ARE act 2.6%.
CCCCCCNC(=O)OC12CN(C(=O)OC(C)C)N(C(=O)OC(C)C)CC1(O)CN(S(=O)(=O)c1ccc(C)cc1)C2 (stereo not drawn) was read as CCT modulator 0.8, TGFb inhibitor inconclusive, EPAC2 ag -14%, EPAC2 antag -10%, pAkt inh inactive and Nrf2 ARE act -4.3%.
Screening Cc1cc(C)n2nc(C(=O)N/N=C/c3c4ccccc4cc4ccccc34)nc2n1 returned CCT modulator -1.6, TGFb inhibitor inconclusive, EPAC2 ag -14%, EPAC2 antag 15%, A549 tox 2%, pAkt inh inactive, Nrf2 block inconclusive, MmCpn inh 1% and Nrf2 ARE act -0.5%.
`COc1ccc(O)c(C(=O)c2cc(C(=O)NCCc3ccccc3)c(=O)n(CCc3ccccc3)c2)c1` gave CCT modulator -18, TGFb inhibitor 0%, EPAC2 ag 17%, EPAC2 antag 1%, A549 tox -2%, pAkt inh inactive, Nrf2 block inconclusive, MmCpn inh 1% and Nrf2 ARE act 2.7%.

Two entries picked at random from those above, as already listed:
`Cc1ccc(NCC(=O)Nc2c(C)n(C)n(-c3ccccc3)c2=O)cc1S(=O)(=O)N(C)C` gave CCT modulator -2.0, TGFb inhibitor -11%, EPAC2 ag 14%, EPAC2 antag 7%, A549 tox 16%, pAkt inh inactive, Nrf2 block 0%, MmCpn inh 5% and Nrf2 ARE act 0.0%.
Screening Cc1cc(C)n2nc(C(=O)N/N=C/c3c4ccccc4cc4ccccc34)nc2n1 returned CCT modulator -1.6, TGFb inhibitor inconclusive, EPAC2 ag -14%, EPAC2 antag 15%, A549 tox 2%, pAkt inh inactive, Nrf2 block inconclusive, MmCpn inh 1% and Nrf2 ARE act -0.5%.
